# Integrin act MD = integrin-mediated muscular dystrophy alleviation activation; alpha7betagal myoblasts, beta-gal FDG fluorescence, 48 h; Potency, µM (top dose mostly 38.3 µM), without a hit: top-dose activation, hits mostly activators; hit rate 0.064% among 350,000;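 note: potency is the fitted concentration of half-maximal effect; 100% = response of the positive control SU9516; nearly all actives have a fitted effect of over 60% in size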
#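 alpha7betagal+/- myoblasts (passage 13, 250/well) treated 48 h at 37C with compounds at 1:260 dilution of DMSO stock. Lysed, then beta-galactosidase activity read as FDG fluorescence (ex 480/em 540) after 30 min, with pre-read for autofluorescence.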
# CXXC DNA block = inhibitors of human MLL CXXC domain-DNA interaction | AID 2662 | Q03164 | hit rate 0.037% among 290,000 | MLL-CXXC / FITC-HOXA9 DNA fluorescence polarization | Potency, µM (highest dose often 115 µM), for the others: at the top dose activity change, negative = inhibition, actives largely listed as inhibitors; active = well fitted inhibition curve with a large enough effect in the polarisation, with a control signal flat, not every such curve was filed as active; inconclusive = small, poorly fitted or top-dose-only effect, or effect the other way, or a change in a side signal; inactive = no such curve, though single readings can be large or run the other way; the % refers to the polarisation; note: potency is the fitted concentration of half-maximal effect
#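 Fluorescence polarization: 7 uM MLL-CXXC (stock) preincubated 5 min with compounds, then 50 nM fluorescein-HOX-A9 DNA (stock) added; 30 min ambient. Buffer 50 mM Tris-HCl pH 7.5, 50 mM NaCl, 1 mM DTT, 0.05% BSA.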
# KCNH2 3.1 block = blocks the human KCNH2 3.1 channel isoform; hit rate 0.95% among 340,000; U2OS KCNH2 3.1, thallium flux FluxOr; hits give low values; activity change, % (tested at about 1.8 µM);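 active = maximum activity change below -70%; inconclusive = maximum activity change from -70% to -50%; inactive = maximum activity change above -50%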;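 note: thallium influx rate constant from kinetic fluorescence after stimulation buffer; % is set by controls: 0 for no effect and ±100 for the full control effect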
#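 FluxOr-based Tl+ influx in U2OS cells transduced with KCNH2 3.1 virus; rate constants normalized to DMSO controls.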
# FBPA coupling cs = inhibits coupling enzyme system, counter-screen for aldolase hits. activity change, negative = inhibition, % at 58.2 µM, hits read low. AID 2472. hit rate 0.67% among 290,000. coupling enzyme system counterscreen, AmpLite Red fluorescence; in the data active = activity change below about -30%; note: % is set by controls: 0 for no effect and ±100 for the full control effect
#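 Final compound at 57.5 uM, incubated 10 min at RT with coupling enzyme reagent (glyceraldehyde-3-phosphate), then 20 min with substrate and AmpLite Red detection. Fluorescence read at 525/598 nm; tests interference with the coupling assay, not aldolase inhibition.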
# MBNL1 CUG block = inhibitors of human MBNL1 binding to CUG repeat RNA; Q9NR56; TR-FRET MBNL1-His/biotin-(CUG)12 binding, 665/545 ratio; Potency, µM (doses to about 57.5 µM), for the others: top-dose activity change, negative = inhibition, most hits filed as inhibitors; hit rate 0.036% among 280,000; active = well fitted inhibition curve with a large enough effect in the signal ratio, with a control signal flat, not every such curve was filed as active; inconclusive = small, poorly fitted or top-dose-only effect, or effect the other way, or a change in a side signal; inactive = no such curve, though single readings can be large or run the other way; the % refers to the signal ratio; note: potency is the fitted concentration of half-maximal effect; % is set by controls: 0 for no effect and ±100 for the full control effect
#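 Ratiometric TR-FRET (665 over 545 nm, excitation 340 nm) tracks disruption of MBNL1-His/biotin-(CUG)12 complex after 60 min at room temperature, with compounds at 92 nM to 58 uM final.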
# A-T KAP1 phos = candidate therapy for ataxia-telangiectasia. […] A-T fibroblasts, KAP-1 phosphorylation AlphaLISA; neocarzinostatin DNA damage 30 min before lysis. Potency, µM (series often up to 57.5 µM), without a hit: at the top dose activation, hits mostly activators. hit rate 0.19% among 320,000. AID 485349; note: potency is the fitted concentration of half-maximal effect; % of control where 0% means no effect; nearly all actives have a fitted effect of over 45% in size
#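 ATM-like activity read as KAP-1 phosphorylation via AlphaLISA donor/acceptor antibody pairs after lysis and 6 hr at 25C. Cells were ATM-null patient fibroblasts ([…], hTERT), dosed 60 min, then exposed to the DSB inducer NCS for 30 min.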
# hERG WT inh = KCNH2 (human, wildtype) channel inhibition; Q12809; U2OS, BacMam KCNH2, thallium flux FluxOr; hits give low values; activity change, % at 1.84 µM; hit rate 0.37% among 340,000;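 active = maximum activity change below -70%; inconclusive = maximum activity change between -70% and -50%; inactive = maximum activity change above -50%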; note: % is set by controls: 0 for no effect and ±100 for the full control effect
# Target sequence (Q12809 whole entry, looked up): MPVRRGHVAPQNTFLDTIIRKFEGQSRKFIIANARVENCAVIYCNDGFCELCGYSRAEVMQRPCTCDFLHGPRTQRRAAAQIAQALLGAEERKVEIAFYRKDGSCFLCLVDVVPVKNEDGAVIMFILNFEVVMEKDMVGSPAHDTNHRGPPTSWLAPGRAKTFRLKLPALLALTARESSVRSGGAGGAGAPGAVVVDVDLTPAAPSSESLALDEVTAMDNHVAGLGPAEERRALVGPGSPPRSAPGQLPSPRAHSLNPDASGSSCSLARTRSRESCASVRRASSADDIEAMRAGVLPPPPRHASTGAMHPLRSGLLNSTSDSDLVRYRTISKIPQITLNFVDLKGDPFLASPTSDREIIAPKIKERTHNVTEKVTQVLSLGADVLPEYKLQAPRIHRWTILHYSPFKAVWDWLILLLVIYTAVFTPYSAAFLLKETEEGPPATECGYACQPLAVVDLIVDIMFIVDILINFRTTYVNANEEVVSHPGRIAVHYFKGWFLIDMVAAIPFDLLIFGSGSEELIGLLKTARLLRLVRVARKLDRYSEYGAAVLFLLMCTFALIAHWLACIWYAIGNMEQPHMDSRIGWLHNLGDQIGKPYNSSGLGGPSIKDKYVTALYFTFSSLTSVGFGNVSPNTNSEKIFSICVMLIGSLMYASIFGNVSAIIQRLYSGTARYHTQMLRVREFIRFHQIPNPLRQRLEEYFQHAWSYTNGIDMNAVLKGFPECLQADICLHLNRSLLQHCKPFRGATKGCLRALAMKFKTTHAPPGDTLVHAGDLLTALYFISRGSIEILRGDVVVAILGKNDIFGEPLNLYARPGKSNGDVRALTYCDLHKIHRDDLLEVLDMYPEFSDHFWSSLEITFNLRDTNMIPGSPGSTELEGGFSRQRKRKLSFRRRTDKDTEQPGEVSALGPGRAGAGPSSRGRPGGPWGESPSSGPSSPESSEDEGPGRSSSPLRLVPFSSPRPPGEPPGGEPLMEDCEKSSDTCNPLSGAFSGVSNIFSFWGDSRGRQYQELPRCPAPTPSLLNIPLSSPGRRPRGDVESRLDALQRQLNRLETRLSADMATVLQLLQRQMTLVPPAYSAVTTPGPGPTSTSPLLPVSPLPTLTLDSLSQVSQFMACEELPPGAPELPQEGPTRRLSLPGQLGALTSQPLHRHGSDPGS
#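 U2OS cells transduced with wild-type KCNH2 virus are loaded with FluxOr dye for 45 min, and thallium flux is measured in kinetic reads before and after stimulation buffer. Rate constants are normalized to DMSO controls.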
# ASM inhibitor = human S-ASM enzyme inhibition; placental ASM, HMU-PC fluorogenic substrate, 60 min; AID 504937; hit rate 0.006% among 340,000; P17405; Potency, µM (titrated, usually from 57.5 µM), without a hit: at the highest dose activity change, negative = inhibition, usual class: inhibitors; note: potency is the fitted concentration of half-maximal effect
#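 HMU-PC0 cleavage (9 uM final) by human placental ASM, 60 min at 37 °C following 10 min compound exposure at RT; stopped at pH 10, fluorescence Ex 386/Em 447 nm.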
# GALK inhibitor = galactokinase (human) inhibition | P51570 | Purified GALK, Kinase-Glo residual ATP luminescence | Potency, µM (titrated, usually from 57.5 µM), without a hit: at the highest dose activity change, negative = inhibition, most hits filed as inhibitors | hit rate 0.007% among 270,000 | AID 1868; note: potency is the fitted concentration of half-maximal effect; % is set by controls: 0 for no effect and ±100 for the full control effect
#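 Luminescence from leftover ATP (Ultra-Glo luciferase/luciferin) served as read-out after a 1 h room-temperature reaction of 5 nM GALK with 35 uM ATP and 100 uM galactose.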
# TRPV1 ag = activates the human vanilloid receptor TRPV1; Q8NER1; TRPV1-expressing cells, Fluo-8 calcium influx, agonist mode; activation, % at 8.33 µM; hit rate 0.19% among 320,000; AID 540275; in the data active = activation above about 80%; inconclusive = between about 30% and that limit; note: 0% is about no effect
#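 Fluo-8 calcium influx in TRPV1-expressing cells, kinetic read (ex 480/em 520 nm). Compound added and read 3 min for agonist activity, followed by capsaicin at EC20 final and 2 min further read for enhancement.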
# * marks the source's active call; other numbers are inactive results; i = inactive; ? = inconclusive; nt = not tested or not shown; [ ] = remark or other dose. Unless noted, calls come from the whole dose curve; as a rule, active = well fitted curve in the direction sought with a large enough effect; inconclusive = small, poorly fitted or top-dose-only effect, or another doubt; inactive = no such curve, though single readings can be large; an effect the other way counts as inactive or inconclusive. Random draw from the library, and some 2% of all compounds hit somewhere here.
SMILES,Integrin act MD,CXXC DNA block,KCNH2 3.1 block,FBPA coupling cs,MBNL1 CUG block,A-T KAP1 phos,hERG WT inh,ASM inhibitor,GALK inhibitor,TRPV1 ag
ClC1(Cl)CC1CSc1nc2ccccc2[nH]1 (configuration not stated),?,-6%,-10,0,1%,-1%,-15,-2%,14%,17
Cc1nn(Cc2c(Cl)cccc2Cl)c(Cl)c1/C=C/C(=O)OCC(=O)NCC(F)(F)F,4%,8%,-3,3,-5%,-3%,-3,3%,3%,0
CCc1ccc(NC(=O)c2noc3c2CCC3)cc1,-4%,-3%,-1,0,3%,-1%,5,0%,0%,?
CC(=O)OC(C(=O)NCS(=O)(=O)c1ccc(C)cc1)c1cccnc1 (configuration not stated),33%,-10%,-14,-1,-15%,1%,-9,4%,-1%,-1
CN(C)c1cccc(C(=O)NCc2ccc3c(c2)OCO3)c1,-7%,-3%,-25,-1,1%,-1%,0,11%,2%,23
COc1cccc(NC(=O)COc2ccccc2)c1,16%,1%,0,-1,-8%,-1%,-7,3%,-2%,19
CC(=O)c1ccc([N+](=O)[O-])c(CS(=O)(=O)c2ccccc2)c1,?,-4%,-7,3,?,1%,10,3%,-1%,5
CCN(CC)S(=O)(=O)c1ccc(C(=O)Nc2nnc(COC)o2)cc1,?,-4%,4,4,6%,3%,8,-1%,1%,5
Cc1ccc(-c2nc(CSCC(=O)NCc3cccnc3)c(C)o2)cc1,-21%,0%,8,1,6%,0%,4,0%,-1%,15
Cc1ccccc1N1C(=O)c2cc(S(N)(=O)=O)c(Cl)cc2NC1C (configuration not stated),nt,7%,-34,2,nt,11%,-25,281%[activator],nt,-1
Cc1sc2ncn(CC(=O)NCCCC(=O)N3CCN(c4ccccc4)CC3)c(=O)c2c1C,-19%,-4%,42,1,-3%,-3%,-1,-2%,-1%,-1
CN1CCN(CCC(=O)Nc2ccc(Br)cc2)CC1,6%,1%,5,-1,5%,4%,0,2%,5%,1
Cc1cc(NCCN(C)C)n2nc(-c3cccs3)cc2n1,28%,15%,9,2,-4%,-3%,38,41%,1%,nt
CC(=O)Nc1ccc(NC(=O)c2cc(C)nn2-c2ccccc2)cc1,8%,0%,-13,3,2%,-6%,-10,0%,0%,-3
O=C1CN(CC(=O)Nc2ccc(SC(F)F)cc2)CCN1,-15%,8%,5,1,9%,6%,i,0%,nt,-1
COc1cc(/C=N/N2CCOCC2)ccc1OCc1ccccc1,14%,15%,-7,2,2%,-1%,-4,-2%,0%,17
C[C@@H]1CN([C@@H](C)CO)C(=O)c2cccc(NS(C)(=O)=O)c2O[C@H]1CN(C)CC1CCCCC1,0%,nt,5,nt,nt,-2%,-3,0%,nt,nt
COC(=O)[C@H](C)NC(=O)Nc1cc(OC)ccc1OC,24%,4%,6,1,-2%,-7%,3,1%,2%,1
COc1ccc2c3c(cccc13)OCC2=O,11%,-4%,-4,-18,?,4%,-6,142%[activator],5%,1
COc1ccc(S(=O)(=O)N2CCC(C(=O)NCc3ccccn3)CC2)cc1C,3%,3%,-5,2,-6%,2%,-10,4%,-5%,0
Fc1ccc(NC(=S)Nc2cccnc2)cc1,3%,-20%,7,8,-12%,-9%,-9,9%,13%,0
CSCCOC(=O)COc1ccc(/C=N/NC(=O)c2c(Cl)cnn2C)cc1,41%,-5%,7,0,nt,-5%,1,-2%,1%,2
CCOC(=O)c1ccccc1NC(=O)CSc1nnc(COc2ccccc2C)n1C,2%,2%,3,-3,8%,-1%,8,-4%,2%,7
Cc1ccc(C(=O)CN(CCC(=O)O)S(=O)(=O)c2ccc([N+](=O)[O-])cc2)cc1,5%,nt,-13,nt,nt,8%,4,2%,nt,-1
CCCCOc1ccc(C(O)(CC)CCN2CCOCC2)cc1 (configuration not stated),-39%,-3%,-11,1,11%,nt,-7,1%,-3%,-2

# Continued, overlapping the part above by two compounds.
SMILES,Integrin act MD,CXXC DNA block,KCNH2 3.1 block,FBPA coupling cs,MBNL1 CUG block,A-T KAP1 phos,hERG WT inh,ASM inhibitor,GALK inhibitor,TRPV1 ag
Cc1ccc(C(=O)CN(CCC(=O)O)S(=O)(=O)c2ccc([N+](=O)[O-])cc2)cc1,5%,nt,-13,nt,nt,8%,4,2%,nt,-1
CCCCOc1ccc(C(O)(CC)CCN2CCOCC2)cc1 (configuration not stated),-39%,-3%,-11,1,11%,nt,-7,1%,-3%,-2
C=CCn1c(-c2cccc3ccccc23)n[nH]c1=S,9%,-1%,-8,4,4%,-7%,4,1%,1%,-1
COCCNC(=O)CCc1c(C)nc2nc(-c3cc(OC)cc(OC)c3)nn2c1C,9%,-8%,nt,-6,-2%,7%,-27,1%,5%,4
CCc1ccc2[nH]c(C(=O)Nc3ccc(F)cc3Br)cc2c1,-15%,45%[activator],-4,3,133%[activator],13%,3,-3%,0%,0
O=C(NC(Cc1ccccc1)C(=O)O)c1ccc(S(=O)(=O)N2CCOCC2)cc1 (configuration not stated),8%[7.66 µM],-2%,5,9,-13%,nt,-5,0%,0%,-3
Cc1ccc(CSCCNC(=O)c2ccc(N(C)S(=O)(=O)c3ccccc3)cc2)cc1,15%,-9%,-27,-9,-7%,18%,1,-2%,-3%,5
COc1ccc(C(CNC(=O)c2cccc(S(=O)(=O)N3CCCC3)c2)N2CCCC2)cc1 (configuration not stated),-22%,nt,6,nt,nt,-3%,15,2%,nt,1
O=C(NCc1cccnc1)C1CCC(CNS(=O)(=O)c2ccc(Cl)cc2)CC1 (configuration not stated),4%,-4%,0,1,1%,-3%,-11,7%,-1%,0
Cc1ccc(N(C(C)C(=O)O)S(=O)(=O)c2c(C)n[nH]c2C)cc1 (configuration not stated),8%,-1%,-3,2,6%,18%,-4,3%,-1%,-2
COc1ccc(Nc2nc3ccccc3c(=O)s2)c(OC)c1,-6%,6%,5,1,3%,4%,-6,5%,-2%,3
COc1ccc(-c2cc(=O)oc3cc(OC(C)C(=O)Nc4ccc(CN5CCOCC5)cc4)ccc23)cc1 (configuration not stated),-38%,17%,8,nt,?,9%,11,-14%,1%,-2
O=C(Cc1ccccc1)Nc1nc2ccccc2s1,18%,-26%,-24,0,-8%,nt,-1,-7%,0%,2
COc1ccc(S(=O)(=O)N=C2C=C(C)C(=O)C(C)=C2)cc1,11%[7.66 µM],-18%,10,-3,-3%,6%,-1,3%,-3%,-3
O=c1nc2ccccc2c2n1CC(CN1CCN(Cc3ccccc3)CC1)N2 (configuration not stated),-16%,-3%,0,1,9%,4%,27,4%,-3%,0
N#CCC(=O)N/N=C/c1ccc(SCC(=O)Nc2ccccc2)o1,-13%,17%,3,0,17%,-2%,-3,-3%,1%,2
CCC1CCCCN1S(=O)(=O)c1ccc(NC(=O)C2CCN(C(=O)c3ccco3)CC2)cc1 (configuration not stated),30%,5%,-12,-2,-6%,0%,6,-2%,5%,0
Cc1ccc(Cn2cnc3ccccc32)cc1,-43%,0%,1,2,-1%,-2%,8,2%,0%,5
O=C1C2CCCCC2C(=O)N1c1ccc(NC2CCCCC2)c([N+](=O)[O-])c1 (configuration not stated),11%,-5%,nt,2,nt,-8%,0,-17%,1%,5
COc1ccc(C(=O)Nc2cccc(S(C)(=O)=O)c2)cc1,7%,17%,0,0,-1%,1%,nt,12%,-1%,10
CC(C)c1nc2oc3c(=O)[nH]cnc3c2c2c1COC(C)(C)C2,-11%,-9%,-7,-1,-2%,15%,-21,1%,0%,-2
CNS(=O)(=O)c1cccc(C(=O)OCC(=O)N2CC(C)OC(C)C2)c1 (configuration not stated),14%,-3%,10,1,2%,3%,-18,0%,0%,-1
O=C(NC(C(=O)c1ccccc1)N1CCCCC1)c1ccccc1 (configuration not stated),-14%,-1%,9,-1,-3%,-7%,1,-1%,1%,0
COc1ccc(CCNC(=O)c2cc(-c3ccc(C)c(C)c3O)n[nH]2)cc1OC,14%,4%,4,-1,-1%,5%,7,-10%,0%,?
Cc1ccc(S(=O)(=O)N2CCOCC2)cc1C(=O)NC1CCCC(C)C1C (configuration not stated),20%,nt,9,nt,nt,1%,1,0%,nt,5
Cc1nn(Cc2ccccc2Cl)c(C)c1N,5%,-3%,-5,-1,4%,3%,2,-4%,-3%,0
CSc1ccc(/C=N/n2c(C3CCCCC3)n[nH]c2=S)cc1,?,0%,-18,4,8%,24%,-2,-4%,-1%,13
CN1CCc2c(sc3ncn4nc(-c5ccccc5O)nc4c23)C1,nt,?,nt,0,-4%,0%,nt,nt,-2%,4
CCn1cc(C(=O)N2CCCC(N3CCN(c4ccccc4C)CC3)C2)cn1 (configuration not stated),9%,12%,7,0,-6%,-8%,0,-1%,1%,4
COc1ccc(C(=O)NC2CCN(C(=O)Nc3ccccc3Cl)CC2)cc1,?,3%,-12,2,nt,-2%,-5,3%,2%,-9

# Screens: PubChem BioAssay, National Center for Advancing Translational Sciences (NCATS)
